# ALOX12 inh: ALOX12 (human) lipoxygenase inhibition | P18054 | purified 12hLO, xylenol orange hydroperoxide absorbance | Potency, µM (top dose mostly 108 µM), without a hit: top-dose activity change, negative = inhibition, most hits filed as inhibitors | 580,000 compounds, 1.1% hits | AID 1671190; active = well fitted inhibition curve with a large enough effect; inconclusive = small, poorly fitted or top-dose-only effect, or another doubt; inactive = no such curve, though single readings can be large or run the other way
# Target sequence (P18054 whole entry, looked up): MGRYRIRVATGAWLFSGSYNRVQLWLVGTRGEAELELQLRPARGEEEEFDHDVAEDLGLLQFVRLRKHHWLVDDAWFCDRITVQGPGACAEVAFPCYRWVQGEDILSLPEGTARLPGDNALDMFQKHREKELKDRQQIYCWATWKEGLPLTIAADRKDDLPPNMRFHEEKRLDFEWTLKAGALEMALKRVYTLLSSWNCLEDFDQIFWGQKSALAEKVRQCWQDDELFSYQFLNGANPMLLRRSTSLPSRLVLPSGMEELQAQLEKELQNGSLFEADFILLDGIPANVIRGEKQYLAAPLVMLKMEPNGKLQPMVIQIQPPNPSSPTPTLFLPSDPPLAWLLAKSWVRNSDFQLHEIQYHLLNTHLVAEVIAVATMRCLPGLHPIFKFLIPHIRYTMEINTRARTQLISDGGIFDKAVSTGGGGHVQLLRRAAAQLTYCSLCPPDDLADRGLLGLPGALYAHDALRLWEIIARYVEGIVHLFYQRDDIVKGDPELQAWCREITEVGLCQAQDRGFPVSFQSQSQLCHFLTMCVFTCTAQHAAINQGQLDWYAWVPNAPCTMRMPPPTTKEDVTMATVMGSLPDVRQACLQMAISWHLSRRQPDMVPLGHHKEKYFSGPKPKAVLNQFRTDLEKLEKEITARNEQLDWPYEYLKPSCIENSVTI
#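 Purified human 12hLO at 150 nM in 25 mM Hepes, 0.01% Triton X-100, pH 7.0, preincubated 15 min at room temperature with compound. Reaction started with 40 uM arachidonic acid, 30 min at room temperature. Hydroperoxide measured by Fe-xylenol orange, 573/405 nm absorbance ratio.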
# An asterisk follows results filed as active; u = inconclusive; [ ] = remark or other dose. % is set by controls: 0 for no effect and ±100 for the full control effect; potency is the fitted concentration of half-maximal effect. Only part of the results is shown, so the mix of outcomes need not match the whole.
Compound	ALOX12 inh
Cc1ccc(C2C3=C(COC3=O)Nc3n[nH]c(C)c32)cc1C (stereo unspecified)	3.4%
Cc1c(C(C)NC(=O)CN2CC(=O)NC2=O)cnn1-c1ccc(F)cc1F (stereo unspecified)	-10.3%
CCCn1ncc(C(=O)N2CCOC(CCCC(C)C)C2)c1C (stereo unspecified)	26.6%
O=C(NCc1ccccc1C(F)(F)F)c1cc2n(n1)CC(c1ccc3c(c1)OCO3)OC2 (stereo unspecified)	43.9%[activator]
Cc1ccc(S(=O)(=O)Oc2ccc(Cl)cc2C2C3=C(CCCC3=O)OC3=C2C(=O)CCC3)cc1	-23.2%
CN1CC(=O)N(C2CCCNC2)Cc2c1ncnc2N1CCC(N2CCOCC2)CC1 (stereo unspecified)	u
CN(CCCN1c2ccccc2CCc2ccccc21)CC(=O)c1ccc(Cl)cc1	u
Cc1cc(C(=O)NC2CC2)c2c(C3CCNCC3)noc2n1	u
O=C(c1ccccc1)N1CCn2c(nnc2C2CCCNC2)C1 (stereo unspecified)	48.2%[activator][176 µM]
COC(=O)CNC(=O)C1=NOC2CN(C(=O)NC(C)C)CC12 (stereo unspecified)	1.7%[6.33 µM]
FC(F)(F)c1cccc(C2=NOC3(CCN(Cc4ccsc4)CC3)C2)c1	u
CNC(=O)[C@@H]1CN(C(=O)c2ccoc2C)C[C@H]1c1nc(C)no1	93.2%[activator]
CN(C)C(=O)c1ccc(NC(=O)COc2ccccc2-c2ccccc2)cc1	5.3%
COc1ccc(-c2noc(CC3CCN(C(=O)c4cc(Cl)ccc4OC)CC3)n2)cc1	-4.2%
COc1cc(C(C)N)ccc1OCC(F)(F)F (stereo unspecified)	3.8%
COc1ccc(NC(=O)N2CCC3(CC2)CCN(C(=O)c2ccco2)CC3)cc1	5.8%[57.4 µM]
C#Cc1cccc(C(=O)NCc2nc(-c3ccccc3NC(=O)C3CCCO3)oc2C)c1 (stereo unspecified)	1.7%
COC(=O)c1ccccc1Nc1nc(-c2ccccc2)no1	29.0%
CCCn1cc(-c2ccncc2)cc1C(=O)Nc1ccccc1C	48.9%[activator]
Cc1cccc(C2CCCN2C(=O)Nc2ccc(C)c(C)c2)c1 (stereo unspecified)	-10.7%

# Entries shown so far that contain a CF3 group (three):
Compound	ALOX12 inh
O=C(NCc1ccccc1C(F)(F)F)c1cc2n(n1)CC(c1ccc3c(c1)OCO3)OC2 (stereo unspecified)	43.9%[activator]
FC(F)(F)c1cccc(C2=NOC3(CCN(Cc4ccsc4)CC3)C2)c1	u
COc1cc(C(C)N)ccc1OCC(F)(F)F (stereo unspecified)	3.8%

# Continued.
Compound	ALOX12 inh
CCc1noc(-c2cccn3c(CNC(=O)COc4cccc(C)c4)nnc23)n1	45.1%[activator]
CCCCC(=O)n1nc(-c2ccc(Cl)cc2)nc1N	5.9%
COc1ccc(-c2nc(CNC(=O)Nc3cccc(OC)c3)c(C)o2)cc1	u
Cc1cn2nc(C(=O)N3CCC(NC(=O)Cc4c[nH]c5ccccc45)CC3)cc2c(=O)[nH]1	12.9%
C=CCn1c(N2CCN(Cc3ccc(Cl)cc3)CC2)nc2c1c(=O)[nH]c(=O)n2C	-13.1%
CCOCc1nc(C2CCCN2C(=O)NCCC(=O)OCC)no1 (stereo unspecified)	54.6%[activator]
COCC(=O)N1CC[C@H]2COC(=O)N2c2cc(C)ccc2C1	2.6%[176 µM]
CC(C)c1noc(C2CCCN(S(=O)(=O)c3cccs3)CCC(=O)NCC2)n1 (stereo unspecified)	u
Nc1[nH]c(C(=O)c2ccccc2)c(-c2ccccc2Cl)c1C(=O)NCCc1c[nH]c2ccccc12	0.1%
O=C(c1ccsc1)N1CCN(c2cc(-c3cccs3)[nH]n2)CC1	7.4%
COC1C(=O)N(c2cccc(F)c2)C12CCN(Cc1ccc(F)cc1F)CC2 (stereo unspecified)	-18.6%
O=C(Cn1nc2n(c1=O)CCCC2)NCc1ccccc1Cl	42.6%[activator]
Cc1ccc(CS(=O)Cc2ccc(F)cc2Cl)cc1 (stereo unspecified)	-27.5%
CC(C)(C(=O)NCc1ccc(CN2CCCC2)cc1)c1ccccc1	41.3%
CS(=O)(=O)c1ccc(CC(=O)N2CCCC(c3cccc(C(=O)O)c3)C2)cc1 (stereo unspecified)	-0.8%
O=C(c1ccc(F)c(F)c1)N1CCCC(n2cc(-c3nc(C4CC4)no3)nn2)C1 (stereo unspecified)	-13.0%
CC(C)C[C@H](NC(=O)Cn1nc2c(cc1=O)CCCCC2)C(=O)O	31.3%
CCOc1ccc(N(CC)C(=O)c2ccc3c(c2)N(S(C)(=O)=O)CC3)cc1	-6.3%
O=C(C(c1ccccc1)c1ccccc1)N(Cc1ccco1)C1CC1	-2.2%
O=C(C1CCOCC1)N1CCC(c2nc(C3CCOCC3)no2)CC1	33.9%

# Ordered by value in ALOX12 inh (low to high): three from the list above
Compound	ALOX12 inh
Cc1ccc(CS(=O)Cc2ccc(F)cc2Cl)cc1 (stereo unspecified)	-27.5%
O=C(C(c1ccccc1)c1ccccc1)N(Cc1ccco1)C1CC1	-2.2%
CS(=O)(=O)c1ccc(CC(=O)N2CCCC(c3cccc(C(=O)O)c3)C2)cc1 (stereo unspecified)	-0.8%

# The listing continues:
Compound	ALOX12 inh
CCC[C@@H]1CN(C(=O)CCc2c(C)nn(C)c2C)C[C@H]1NS(C)(=O)=O	-8.2%
O=C1CCC(C(=O)OCc2ccc(Br)cc2)=NN1	u
CNC(C(=O)OC)c1ccc(Cl)c(Cl)c1 (stereo unspecified)	31.9%[activator]
O=C(NNC(=S)NC(=O)C(c1ccccc1)c1ccccc1)c1ccc(NC(=O)c2ccccc2)cc1	u
COc1ccc(CN2C[C@@H]3C[C@H]2C(=O)N(Cc2ccccn2)c2ccccc2O3)cc1	82.3%[activator][176 µM]
FC(F)(F)c1cccc(Cn2ccc3ccccc32)c1	-8.5%
CC(C)c1ccc(C2C(c3ccccc3)=C(O)C(=O)N2Cc2ccccn2)cc1 (stereo unspecified)	u
Cc1ccc2cc(C(=O)NCc3cccnc3-n3cccn3)c(C)nc2c1	7.8%
CCC(Oc1ccccc1F)C(=O)N1CCC(c2nc3ccccc3o2)CC1 (stereo unspecified)	u
O=C(NC1CCCc2ccccc21)C12CC3CC(CC(Cl)(C3)C1)C2 (stereo unspecified)	-1.3%

# Next results.
Compound	ALOX12 inh
COc1cc2c(cc1CC=C(C)C)C(=O)C[C@@H](c1ccc(O)cc1)O2	u
CCOC(=O)[C@]12CCC=C1N(Cc1ccc(Cl)cc1Cl)C(=O)[C@H](CC(=O)N1CCCCC1)C2	-17.6%
O=C(OCc1ccccc1)N1CCOCC12CCN(Cc1cccnc1)CC2	-13.4%[176 µM]
CCc1ccccc1NC(=O)CN1C(=O)C(c2ccccc2)=NC12CCCC2	-1.0%
CN1CCN(C(=O)N2CCC3(CCCN(C4CCOCC4)C3=O)C2)CC1 (stereo unspecified)	6.6%
COC(=O)c1c(Cl)c(C)nc2c1c(C)nn2C	-2.4%
O=C(O)COc1ccc(-c2nccc3c2C(=O)N(Cc2c[nH]c4ccccc24)CC(CNC(=O)Cc2ccc(Cl)cc2)O3)cc1 (stereo unspecified)	4.7%
c1ccc(CNCCCN2CCCCC2)nc1	46.1%
CC(C)(C)c1ccc(-c2nc3cc(NC(=O)c4ccc([N+](=O)[O-])o4)ccc3o2)cc1	-4.7%
Cc1cccc(OCC(=O)NC(CC(C)C)C(=O)N(C)C)c1 (stereo unspecified)	24.1%
O=C(O)COCC(=O)N[C@H]1CCN2C(=O)c3cc(-c4ccc5c(c4)OCO5)ccc3NC(=O)[C@H]12	38.7%[activator]
NC(=S)N/N=C/c1ccc(C2C=CCC2)s1 (stereo unspecified)	-46.8%
COCCNc1oc(COc2ccccc2C)nc1C#N	42.5%[activator]
CCCn1c(C)cnc1CC1CCN(S(C)(=O)=O)CC1	31.4%
O=C(C[C@H]1NC(=O)c2ccccc2NC1=O)Nc1cccc2ncccc12	13.5%
COc1cc(NC(=O)CCC2CCCN(Cc3ncccn3)C2)cc(OC)c1 (stereo unspecified)	-25.7%
CC(=O)Nc1ccc(C(=O)N2CCN(c3ccc(Cl)nn3)C(=O)C2)cc1	14.3%[6.33 µM]
O=C1CC(c2ccccc2)N(S(=O)(=O)c2ccc3c(c2)OCCO3)CCCCCN1 (stereo unspecified)	u
CCC(=O)N1CCc2nc(N3CCN(C(=O)CCOC)CC3)sc2C1	49.6%[activator]
CCc1ccccc1Nc1ncnc2c1cnn2-c1ccccc1	2.9%
O=C(Nc1ccc(Cl)cc1)N1CCC(c2nn(-c3ccc(Cl)cc3)c(=O)[nH]2)CC1	12.6µM*
COC(=O)[C@]12CCCCC=C1N(Cc1cccc3ccccc13)C(=O)[C@H](CC(=O)N1CCOCC1)C2	-117.9%
CC1(C)C(c2ccccc2)=[N+]([O-])C(c2ccccc2Cl)N1O (stereo unspecified)	-25.9%
O=C(CCC(=O)OCc1ccc(Cl)cc1)Nc1ccc2c(c1)oc1ccccc12	29.0%
O=C(Nc1ccc2c(c1)OCCO2)[C@H]1CN(Cc2ccccc2)C[C@H]1C(=O)O	0.9%
CN(CCc1ccccc1)C(c1ccnc2ccccc12)c1nnnn1-c1ccc2c(c1)OCCO2 (stereo unspecified)	-18.9%
Cc1ccc(Cn2cc(CN3CC(N4CCN(CCO)CC4)CS3(=O)=O)nn2)cc1 (stereo unspecified)	u
Cc1cn2nc(C(=O)N3CCC(NC(=O)c4ccco4)CC3)cc2c(=O)[nH]1	8.8%
CCN(Cc1ccccc1)C(=O)CN1CCCc2nc(C3CC3)ncc2C1=O	0.2%
COc1cc(OC)cc(C(=O)Oc2ccccc2Cl)c1	u
CCCCSCc1cc(C(=O)N2C[C@H](OCC)[C@@H](O)C2)oc1C	37.2%[activator]
O=C(COc1ccc(Cl)cc1Cl)NCCc1csc(-c2cccnc2)n1	8.0%
COc1ccc(N2C(=O)C(C)(C)CS2(=O)=O)cc1S(=O)(=O)NCc1ccccc1F	-2.6%
Cc1ccc(Oc2cccc3c2S(=O)(=O)N([C@H](C)c2ccccc2)C[C@@H](COCc2ccccc2)O3)cc1	6.9%
O=C(Cc1c(Cl)cccc1Cl)OCc1ccc(Cl)cc1Cl	u
COc1cc(=O)n2c(c1C(=O)N(C)Cc1nonc1C)CCN(Cc1ccccc1F)CC2	9.7%
Cc1ccc(C(CNC(=O)COc2cc(C)cc(C)c2)N2CCCCC2)cc1 (stereo unspecified)	u
CCc1nc2ccccc2c(C(=O)OCC(=O)N(C(C)C)C(C)C)c1C	-65.2%
COCc1ccc2c(c1)c(OC(C)(C)C(=O)Nc1ccn(C)n1)nn2CCC(C)C	67.7%[activator][176 µM]
CC(=O)N1CCC(C(=O)N2c3ccccc3N=C(c3ccc4c(c3)OCO4)C2C(=O)NCc2ccccc2)CC1 (stereo unspecified)	-17.4%
Cc1cc(Cn2cc3c4c(cccc42)[C@H](CC(C)C)N[C@H](C(=O)NCc2ccco2)C3)no1	19.0%
CCOC(=O)Cc1nnc(NC(=O)Nc2ccc(Cl)cc2)s1	-1.2%
CN1Cc2cccn2CC1CNC(=O)c1ccnn1C (stereo unspecified)	88.9%[activator]
O=C(Nc1cccc(Cl)c1F)c1cc(S(=O)(=O)N2CCOCC2)c(Cl)cc1Cl	u
Cc1nn(C)c2nc(C3CC3)cc(C(=O)N3CCN(c4ncccn4)CC3)c12	u
O=C(c1n[nH]c(=O)c2ccccc12)N1CCC(Cc2noc(-c3ccncc3)n2)C1 (stereo unspecified)	43.6%[activator]
Cc1cccc(NC(=O)N2CC(Oc3ccc(-c4nc(-c5ccccc5)no4)cc3)C2)c1	16.0%
CCCNC(=O)Cc1ccc2c(c1)CCCC2	-9.9%

# For convenience, four of the compounds above.
Compound	ALOX12 inh
Cc1nn(C)c2nc(C3CC3)cc(C(=O)N3CCN(c4ncccn4)CC3)c12	u
O=C(c1n[nH]c(=O)c2ccccc12)N1CCC(Cc2noc(-c3ccncc3)n2)C1 (stereo unspecified)	43.6%[activator]
Cc1cccc(NC(=O)N2CC(Oc3ccc(-c4nc(-c5ccccc5)no4)cc3)C2)c1	16.0%
CCCNC(=O)Cc1ccc2c(c1)CCCC2	-9.9%

# (list continues)
Compound	ALOX12 inh
CCc1ccc(NC(=O)Cn2cc(OC)c(=O)cc2CSc2ccc(F)cc2)cc1	u
Cc1ccc(CNC(=O)CN2C(=O)CN(C(=O)NCc3ccc(F)cc3)c3ccccc32)cc1	-3.1%
CCCCOc1ccc(C#N)cc1OC	-20.1%
CCCN1C(=O)C[C@H](S(=O)(=O)c2ccccc2)[C@H]1c1ccccc1	11.9%
Cc1ccc2nc([C@H]3CCN(C(C)C)C3)[nH]c2c1	37.6%[activator][176 µM]
COc1cccc(CNC(=O)Nc2c(N3CCCC3)c3ccccc3oc2=O)c1	-19.2%
O=c1ccc(-c2ccc(Cl)cc2)nn1CCNS(=O)(=O)c1ccc(C(F)(F)F)cc1	u
CC(=O)Nc1ccc(C(=O)N2CCN(c3ccc(C=O)cc3)C(=O)C2)cc1	5.8%[6.33 µM]
Cc1noc(C)c1S(=O)(=O)N1CCCN(C(=O)C2CC2)C(c2ccccc2)CC(=O)NCC1 (stereo unspecified)	13.4%
CCN(CC)C(=O)CN1C(=O)NC(c2ccccc2)C2=C1COC2=O (stereo unspecified)	38.5%[activator]
Cc1ccc2nc(CO[C@H]3CN(Cc4ccc(Cl)cc4)C[C@H]3F)[nH]c2c1	-4.1%[176 µM]
Cc1ccc(CN(C)c2cc(C(=O)N3CCOCC3)c3ccccc3n2)cc1	-3.6%
Cc1cc(C(=O)NC(C)c2cccc(C(F)(F)F)c2)c(C)o1 (stereo unspecified)	u
